High-throughput results as filed in PubChem BioAssay.
N370S GC – inhibits or activates N370S mutant glucocerebrosidase; actives 0.092% (n = 330,000); P04062; N370S GC spleen homogenate, 4MU-glucoside fluorescence; AID 2101; Potency, µM (titrated, usually from 59.4 µM), without a hit: at the highest dose activity change, negative = inhibition, hits mostly inhibitors;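 note: 0% = full enzyme activity and -100% = no enzyme basal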
GCN5L2 inh – inhibitors of human GCN5L2 histone acetyltransferase; Q92830; GCN5L2 HAT assay, ThioGlo1 CoA-SH fluorescence; Potency, µM (titrated, usually from 58.9 µM), without a hit: top-dose activity change, negative = inhibition, actives largely listed as inhibitors; actives 0.21% (n = 390,000); AID 504327
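Enzyme at 20nM final was mixed with library compounds for 15 min at room temperature. Peptide H3(1-25) at 75uM, acetyl-CoA at 70uM and ThioGlo1 at 50uM were then added. Plates were read immediately and after 20 min (Ex340nm/Em540nm).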
FEN1 inh – inhibitors of human flap endonuclease 1. Potency, µM (doses to about 114 µM), for the others: top-dose activity change, negative = inhibition, hits mostly inhibitors. P39748. Recombinant FEN1 flap cleavage, fluorescence, 15 min. AID 588795. actives 0.35% (n = 390,000); note: nearly all actives have a fitted effect of over 65% in size
Target sequence (P39748 whole entry, looked up): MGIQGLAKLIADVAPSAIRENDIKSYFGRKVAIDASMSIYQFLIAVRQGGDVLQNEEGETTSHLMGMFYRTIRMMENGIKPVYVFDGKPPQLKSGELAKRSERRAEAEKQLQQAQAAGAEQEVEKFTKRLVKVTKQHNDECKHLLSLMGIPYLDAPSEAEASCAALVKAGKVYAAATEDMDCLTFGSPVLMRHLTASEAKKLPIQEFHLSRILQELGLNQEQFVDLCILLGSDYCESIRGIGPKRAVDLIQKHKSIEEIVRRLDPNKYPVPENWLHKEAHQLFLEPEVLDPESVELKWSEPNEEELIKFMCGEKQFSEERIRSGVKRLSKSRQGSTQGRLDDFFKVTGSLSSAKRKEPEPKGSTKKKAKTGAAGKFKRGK
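Reaction started by adding substrate (50 nM final) to 10 nM enzyme after 15 min room-temperature compound preincubation. Reads at 0 and 15 min, with data normalized and fitted to a four-parameter Hill equation.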
* marks the source's active call; other numbers are inactive results; ? = inconclusive; . = not tested or not shown; & = joins results of further samples; [ ] = remark or other dose. Calls come from the whole dose curve; as a rule, active = well fitted curve in the direction sought with a large enough effect; inconclusive = small, poorly fitted or top-dose-only effect, or another doubt; inactive = no such curve, though single readings can be large; an effect the other way counts as inactive or inconclusive. Unless noted, % is set by controls: 0 for no effect and ±100 for the full control effect; potency is the fitted concentration of half-maximal effect. Hits appear at their usual frequency; about 0.54% have a hit in one of these screens.

canonical_smiles | N370S GC | GCN5L2 inh | FEN1 inh
Cc1ccc(NC(=O)CCNS(=O)(=O)c2ccc(Br)cc2)cc1S(=O)(=O)N1CCOCC1 | -17% | -8% | 7%
CNC(=S)N(CCCN(C)C)Cc1cc2cc3c(cc2[nH]c1=O)OCCO3 | 4% | -15% | 14%
Cc1c(C(=O)N2CCOCC2)c(S(=O)(=O)N2CCN(c3ccc(Cl)cc3)CC2)c(C)n1C | -3% | -6% | 18%
O=C(NC1CCCC1)C(c1cccnc1)N(C(=O)c1csnn1)c1ccccc1 (centres undefined) | -7% | -2% | 0%
COc1ccc2c(c1)OC(=O)CC2c1cc(OC)c(OC)c(OC)c1 (centres undefined) | 5%[89.1 µM] | -1% | -10%
Cc1ccccc1CN1c2ccccc2-c2nc(SCC(=O)c3ccccc3)ncc2S1(=O)=O | . | -2% | -2%
CCCCN(C)CCCNC(=O)c1cn(CC)c2ccc(S(=O)(=O)N3CCc4ccccc4C3)cc2c1=O | ? | 1%&-3% | -11%&17%
CCOc1cc(CNc2ccc3c(c2)OCCO3)cc(Br)c1OCC(N)=O | 2% | -6% | -17%
O=[N+]([O-])c1ccc(N/N=C/c2ccc(O)c(O)c2O)c(S(=O)(=O)N2CCOCC2)c1 | ? | -12% | 20µM*
C#CCOc1ccc(Cl)cc1/C=N/O | 10% | 0% | -13%
Cc1cccc(NS(=O)(=O)c2ccc(C(=O)N3CCC3)cc2)c1C | -2% | -28% | 0%
O=C(Nc1ccc2nn(-c3ccccc3)nc2c1)c1ccco1 | 11% | -8% | 4%
O=C(c1cccc([N+](=O)[O-])c1)N1c2nc(-c3ccco3)nn2C2(CCCCC2)[C@@H]2CCCC[C@@H]21 | . | -10% | -6%
COc1ccc(CNC(=O)c2ccc3nc(CCc4ccccc4)oc3c2)cc1 | . | 4% | 0%
O=C(CC1C(=O)NCCN1Cc1ccc(-c2ccccc2)cc1)NCc1ccncc1 (centres undefined) | -6% | -11% | -10%
Cc1cc(C)n2nc(C(=O)NCc3ccco3)cc2n1 | 2% | -5% | -3%
Cc1ccc(CN2CCN(/N=C/C(Br)=C\c3ccccc3)CC2)cc1 | ? | -1% | -8%
O=C(COc1ccc2c(c1)oc(=O)c1ccccc12)NCCN1CCOCC1 | -11% | -5% | 7%
CC(NC(=O)C(C)N1CCN(Cc2ccccc2)CC1)c1ccccc1 (centres undefined) | 2% | -3% | 0%
CCOC(=O)Cn1c2c(c(-c3ccccc3OC)cc1=O)CCCC2 | 12% | 3% | -14%
CCOc1ccccc1NC(=O)Cn1nnc(C(=O)Nc2ccc(C)cc2)c1N | 3% | 0% | 4%
OCc1ccccc1N=c1ssnc1Cl | -7% | -27% | .
O=C(N[C@@H](Cc1ccccc1)C(=O)OCc1ccccc1)c1nc[nH]c1C(=O)NC(c1ccccc1)c1ccccc1 | 30% | -18% | 8%
O=C(CN1CCOCC1)N/N=C/c1ccc(C(=O)O)cc1 | 4% | -10% | 4%
CCC1=C2CC[C@H]3C(=O)NC(=O)[C@H]3[C@H]2[C@@]2(Cc3ccccc3)C(=NCC(=O)OC)OC(=O)N2C1=O | -1%&-1% | -4% | 11%
O=C(N/N=C/c1ccc(F)cc1)c1ccccc1 | 11% | 4% | -2%
CNCC(=O)N1CCN(c2ncc(C(F)(F)F)cc2Cl)CC1 | -6% | -5% | 1%
O=C(c1ccco1)N1CCC2(CCCN(c3ncccn3)C2)CC1 | -1% | -14% | .
CCCCn1c(N)c(N(CCOC)C(=O)c2ccc(S(=O)(=O)N3CCCCC3)cc2)c(=O)[nH]c1=O | -12% | 4% | 2%
O=C(Nc1cccn(Cc2cccc(F)c2)c1=O)NC1CCCCC1 | 19% | -2% | -4%
CC(C)CCNC(=O)C(c1ccncc1)N(C(=O)Cn1nnc(-c2ccc(F)cc2)n1)c1ccccc1F (centres undefined) | 6% | -2% | 20%
O=C1CCC2=C(CCCC2=O)N1 | 2% | 0% | -7%
COc1cc(NC(=O)C2CCN(S(=O)(=O)c3c(C)noc3/C=C/c3c(C)cc(C)cc3C)CC2)cc(OC)c1 | . | -13% | 10%
Nc1nnc(SCC(=O)NN2C(=O)NC3(CCCCC3)C2=O)s1 | -26% | 1% | 0%
CCCn1nc(NC(=O)c2cccc(Cl)c2)c2cc3cccc(C)c3nc21 | . | 2% | 2%
CCSc1nc(N)c(C#N)c(-c2ccco2)c1C#N | 9% | -2% | 3%
COc1cc(OC)cc(-c2nc3nc(C)c(CCC(=O)NCC(OC)OC)c(C)n3n2)c1 | -4% | 1% | -8%
CCOC(=O)C1(CCCc2ccccc2)CCN(C2CCSCC2)CC1 | -18% | ? | 14%
O=C(CN1C(=O)c2cccc([N+](=O)[O-])c2C1=O)OCC(=O)N1CCCCC1 | -12% | -3% | 7%
COC(=O)c1[nH]c2ccccc2c1CN1CCOCC1 | 0% | -10% | 2%
COc1ccc(-c2csc(NC(=O)C(CC(=O)O)N3CCOCC3)n2)cc1 (centres undefined) | -11% | -5% | -1%
O=C(NCC#CCOCc1ccccc1)c1ccccc1 | 10% | 1% | 12%
O=C(CC(c1ccccc1)c1ccccc1)NCC(O)c1ccc([N+](=O)[O-])cc1 (centres undefined) | -11% | -3% | -1%
N#Cc1ccccc1NC(=S)NC(=O)c1cccs1 | -5% | -10% | -19%
Cc1ccc(C)c(NC(=O)c2cc(-c3ccccc3O)n[nH]2)c1 | -7% | -5% | 1%
O=C1CC(NS(=O)(=O)c2cc(F)ccc2F)CN1c1ccc2c(c1)OCCO2 (centres undefined) | -13% | -4% | 1%
O=C(Nc1nccs1)c1cccc2ccccc12 | -4% | 2% | -13%
Cc1ccn2c(CNCC3OCCc4ccccc43)c(C(=O)N3CCCCCC3)nc2c1 (centres undefined) | -1% | -1% | -13%
COc1cccc(NC(=O)Nc2nnc(-c3ccccc3SCc3ccccc3)s2)c1 | 4% | 0% | -3%
COc1cc(NC(=O)COc2cc(C)cc3oc(=O)c(C)c(C)c23)cc(OC)c1OC | -15% | 1% | 3%
COC(=O)C1CCN(C(=O)Cn2nnc(-c3cccc(F)c3)n2)CC1 | -5% | -2% | 3%
CC1CN(C(=O)Cn2c(=O)oc3ccccc32)CC(C)O1 (centres undefined) | 1% | 0% | -6%
O=C(CSc1n[nH]c(-c2ccncc2)n1)c1ccccc1 | 2% | 2% | 8%
CCOc1ccc(OCC(=O)N(CCC2=CCCCC2)c2c(N)n(Cc3ccccc3)c(=O)[nH]c2=O)cc1 | 4% | 1% | .
Cc1cc(NC(=O)CCC(=O)N(Cc2ccco2)C(C(=O)NC2CCCC2)c2ccccc2C)no1 (centres undefined) | 3% | -1% | -6%
COc1cccc(Cn2c(=O)cnc3cnc(Oc4ccccc4)nc32)c1 | 9% | -8% | .
O=C(Cc1cccc(C(F)(F)F)c1)Nc1ccccc1N1CCCC1 | 0% | ? | -3%
COC(=O)c1[nH]c2cccc(OC)c2c1NC(=O)CCN1CC(C)CC(C)C1 (centres undefined) | -1% | -6% | -3%
O=C(OCC(=O)N1CCc2ccccc21)[C@@H]1CC(O)CN1S(=O)(=O)c1ccc(Cl)cc1 (some centres undefined) | . | -2% | 9%
O=S(=O)(Nc1ccc2nc(-c3ccc(F)cc3)oc2c1)c1ccccc1 | . | -16% | -7%

Laid out differently: 3 of the compounds above.
Values in the order – N370S GC, GCN5L2 inh, FEN1 inh
COc1cc(NC(=O)COc2cc(C)cc3oc(=O)c(C)c(C)c23)cc(OC)c1OC
  -15%, 1%, 3%
COC(=O)c1[nH]c2cccc(OC)c2c1NC(=O)CCN1CC(C)CC(C)C1 (centres undefined)
  -1%, -6%, -3%
Cc1cc(NC(=O)CCC(=O)N(Cc2ccco2)C(C(=O)NC2CCCC2)c2ccccc2C)no1 (centres undefined)
  3%, -1%, -6%

The main list resumes; the three compounds before the break are reprinted first.
canonical_smiles | N370S GC | GCN5L2 inh | FEN1 inh
COC(=O)c1[nH]c2cccc(OC)c2c1NC(=O)CCN1CC(C)CC(C)C1 (centres undefined) | -1% | -6% | -3%
O=C(OCC(=O)N1CCc2ccccc21)[C@@H]1CC(O)CN1S(=O)(=O)c1ccc(Cl)cc1 (some centres undefined) | . | -2% | 9%
O=S(=O)(Nc1ccc2nc(-c3ccc(F)cc3)oc2c1)c1ccccc1 | . | -16% | -7%
COc1ccc(-c2cc(C(F)(F)F)n3nc(C(=O)N4CCOCC4)c(Cl)c3n2)cc1 | 12% | 0% | -7%
O=C(Nc1ccccn1)c1ccc(Cl)c([N+](=O)[O-])c1 | 7% | -14% | 3%
CC(C)(C)NC(=O)c1sccc1C(=O)O | 21% | 3% | 3%
CNc1nc(C)c(C(=O)OCC(=O)OC)s1 | 3% | -5% | 8%
Clc1ccccc1/C=N/NC1=Nc2cccc3cccc1c23 | -6% | 0% | 1%
CC[C@]12c3[nH]c4ccccc4c3CCN1C(=O)C(CC(=O)NC(C)(C)C)C[C@@H]2C(=O)N1CCN(C(=O)C2CC2)CC1 (some centres undefined) | . | 0% | -11%
CC1=C(C(=O)Nc2ccc(C)cc2C)C(c2ccc(C(=O)O)cc2)n2nc(SCc3ccccc3)nc2N1 (centres undefined) | . | -7% | -15%
CC1CCN(C(=O)c2[nH]cnc2C(=O)NCCCCCNC(=O)OC(C)(C)C)CC1 | . | -3% | 1%
O=C(COC(=O)c1ccc(O)cc1)NCC1CCCO1 (centres undefined) | 4% | -2% | 6%
CCOc1ccc(CNC(=O)c2[nH]c3ccccc3c2Sc2ccc(C)cc2)cc1 | . | -9% | 39%
Cc1ccc(NC(=O)CCC(=O)N/N=C/c2cc([N+](=O)[O-])ccc2O)cc1 | -3% | -1% | -18%
CCc1nn2c(=O)cc(CSCC(=O)Nc3ccccc3Cl)nc2s1 | -1% | -15% | -6%
C=C(C)CN1C(=O)c2ccccc2C1=O | 8% | -3% | 0%
Cc1ccc(S(=O)(=O)c2cn(Cc3ccccc3Cl)c3ccc(F)cc3c2=O)cc1 | . | 1% | -15%
CCOc1ccc(C(=O)c2cn(Cc3ccc(F)cc3)c3ccc(F)cc3c2=O)cc1 | . | -11% | -1%
O=C1NCCN(Cc2ccoc2)C1CC(=O)N(Cc1ccccc1)CC1CCC1 (centres undefined) | -27% | -9% | 13%
COc1cc(NC(=O)CCCNC(=O)c2ccc(Cl)cc2)cc(OC)c1OC | 0% | -5% | 17%
CC(=O)Nc1ccc(NC(=O)C/C(C)=N/NC(=O)COc2cc(C)c(Br)cc2Br)cc1 | -10% | -12% | -21%
CC(C)N(C(=O)[C@H]1C[C@H](CC(=O)NCC23CC4CC(CC(C4)C2)C3)C(=O)N2CCc3c([nH]c4cc(-c5ccco5)ccc34)[C@]12C)C(C)C | . | -8% | -16%
COC(=O)CSc1nnc(-c2ccco2)o1 | -3% | -3% | -6%
COc1ccc(S(=O)(=O)N2CCN(Cc3ccc4c(c3)OCO4)CC2)cc1F | -7% | -1% | -7%
Cc1ccc(OCCOCCN(C)C)c(Cl)c1 | 4% | -9% | 1%
CC(=O)OC(C(=O)NCc1ccco1)c1cccnc1 (centres undefined) | 6% | -6% | 4%
CC(=O)n1nc(-c2ccc(Cl)cc2)nc1NCc1ccco1 | 2%[12.8 µM] | -8% | -20%
N[C@@H](CCCC(=O)O)C(=O)O | -6% | -10% | .
CCOC(=O)COc1ccc(Br)cc1/C=C\c1[nH]c(=O)[nH]c(=O)c1[N+](=O)[O-] | ? | -4% | -25%
CC(=O)N/C(=C/C(C)C)c1ccccc1 | . | 3% | 14%
O=C1NC2(CCCC2)N=C1c1ccc(F)cc1 | 1% | 0% | -2%
CCOC(=O)C1(CCCc2ccccc2)CCN(C(=O)c2cc(C)nc(C)n2)CC1 | 0% | -4% | 15%
Nc1c(C(=O)N/N=C/c2ccccc2Cl)oc2nc(-c3ccccc3)cc(-c3ccco3)c12 | 3% | -1% | 3%
CSC(=S)N/N=C(\C)c1ccccc1 | 5% | 1% | -3%
CNc1nc(OC)nc(N(C#N)CN2C(=O)c3ccccc3S2(=O)=O)n1 | -5% | -4% | 7%
O=C(C[n+]1cccc(CNC(=O)c2ccc(OC(F)F)cc2)c1)c1ccccc1 | -2% | -10% | 0%
Cc1ccc(C(C)C)c(OCc2nc(-c3nonc3N)no2)c1 | 4% | -6% | -13%
O=C(Cc1ccccc1)Nc1ccc(C(=O)Nc2ccccc2C(=O)O)cc1 | 0% | 3% | -6%
COc1ccc(CCNc2nc(C)cc(C)n2)cc1OC | -3% | -3% | -7%
Cc1cccc(N2CCN(C(=O)COc3ccc4c(C)cc(=O)oc4c3C)CC2)c1C | 12% | -14% | 0%
O=C(CN1CCCCC1)NNC(=O)c1cccc(Br)c1 | -4% | -2% | -1%
O=C(CSc1nc(-c2ccccc2)cs1)Nc1nccs1 | 4% | -15% | 11%
COc1ccc(O)c(C(=O)c2cc(C(=O)NCCc3ccccc3)c(=O)n(CCc3ccccc3)c2)c1 | 9% | -9% | -14%
Cc1ccc(C)c(-n2c(-c3ccncc3)n[nH]c2=S)c1 | 5% | -16% | -1%
